Source: PubChem BioAssay (The Scripps Research Institute Molecular Screening Center)
CHO-K1 Ca antag – counter-screen for M1 antagonists: effect in parental CHO-K1 cells; ATP-induced calcium, Fluo-8 fluorescence; inhibition, % at 3 µM; actives 0.6% (n = 360,000);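 active = inhibition above a per-plate cutoff, the plate's mean sample inhibition plus 3 SD, cut at about 24% in these data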;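 note: 0% = DMSO plus EC80 ATP and 100% = DMSO alone without ATP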
CHRM1 PAM – human CHRM1 positive allosteric modulation. AID 588819. actives 0.088% (n = 360,000). CHO-K1 hM1, Fluo-8 calcium fluorescence, ACh EC20; 0% = ACh EC20, 100% = maximal ACh. activation, % at 3 µM. P11229; in the data active = activation above about 19%, passing the limit was not always enough
CHRM4 antagonist – blocks acetylcholine activation of human M4 receptor | CHO-hM4 cells, ACh EC80, Fluo-8 calcium fluorescence | inhibition, % at 3 µM | actives 0.73% (n = 360,000) | AID 624125;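 active = inhibition above its plate's cutoff, the mean inhibition of sample wells plus 3 SD, cut at about 27% in these data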;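 note: 0% = acetylcholine EC80 with DMSO and 100% = DMSO without agonist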
Target sequence (P08173 whole entry, looked up): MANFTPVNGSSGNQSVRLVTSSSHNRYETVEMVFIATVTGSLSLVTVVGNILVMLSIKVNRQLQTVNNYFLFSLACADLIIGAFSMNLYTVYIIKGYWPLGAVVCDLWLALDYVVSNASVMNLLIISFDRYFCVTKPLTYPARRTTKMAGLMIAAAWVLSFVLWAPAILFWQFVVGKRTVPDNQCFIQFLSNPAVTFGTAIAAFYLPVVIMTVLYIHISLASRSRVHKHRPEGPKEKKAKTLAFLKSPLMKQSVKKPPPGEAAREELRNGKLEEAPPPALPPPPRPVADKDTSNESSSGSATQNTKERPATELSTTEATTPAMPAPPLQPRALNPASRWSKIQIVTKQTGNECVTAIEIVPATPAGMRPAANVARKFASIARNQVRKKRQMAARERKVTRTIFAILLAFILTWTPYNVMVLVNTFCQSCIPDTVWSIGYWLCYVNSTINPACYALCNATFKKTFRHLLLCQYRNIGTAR
CHRM1 antagonist – antagonists of human M1 muscarinic receptor; P11229; actives 1.3% (n = 360,000); inhibition, % at 3 µM; CHO-K1 hM1, Fluo-8 calcium fluorescence, ACh EC80 antagonist;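 active = percent inhibition above its own plate's cutoff, namely the mean of that plate's compound wells plus 3 SD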;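 note: peak over basal fluorescence ratio during 140 s after agonist addition; 0% = ACh EC80 plus DMSO and 100% = DMSO alone without agonist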
M1 ag – agonists of human M1 muscarinic receptor; activation, % at 3 µM; actives 0.33% (n = 360,000); P11229; CHO-K1 hM1, Fluo-8 calcium fluorescence, agonist mode; 0% DMSO, 100% acetylcholine EC100; AID 588814;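 active = activation above the run's mean compound activation plus 3 SD, cut at about 16% in these data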;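 note: peak over basal fluorescence ratio within a 140 s kinetic read after compound addition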
M1 ag parental – counter-screen for M1 agonists: effect in parental CHO-K1 cells. Fluo-8 calcium fluorescence; scaled to maximal ATP response, vehicle zero. activation, % at 3 µM. actives 0.48% (n = 360,000). AID 602248; in the data active = activation above about 15%;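 note: untransfected CHO-K1 host cells lacking M1 receptor as counterscreen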
M4 ag – agonists of human muscarinic M4 receptor (CHRM4) | AID 624127 | CHO-K1 hM4/Gqi5, Fluo-8 calcium fluorescence; vehicle 0%, full acetylcholine response 100% | activation, % at 3 µM | actives 0.14% (n = 360,000);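 active = activation above the run mean over all test wells plus 3 SD, cut at about 32% in these data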;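 note: peak over basal fluorescence ratio per well then scaled between controls; 0% = DMSO wells and 100% = acetylcholine at EC100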
OXTR potentiate – potentiators of human oxytocin receptor; CHO-OTR cells, Fluo-8 calcium fluorescence, potentiator mode; 0% = oxytocin EC15, 100% = EC100; activation, % at 3 µM; actives 0.061% (n = 320,000);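 active = activation above that plate's cutoff, the mean activation of tested compounds plus 3 SD, cut at about 6.6% in these data, passing the limit was not always enough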;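 note: 100% uses oxytocin at 75 nM as the full agonist control; some results filed as inactive read as strong as hits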
Target sequence (P30559 whole entry, looked up): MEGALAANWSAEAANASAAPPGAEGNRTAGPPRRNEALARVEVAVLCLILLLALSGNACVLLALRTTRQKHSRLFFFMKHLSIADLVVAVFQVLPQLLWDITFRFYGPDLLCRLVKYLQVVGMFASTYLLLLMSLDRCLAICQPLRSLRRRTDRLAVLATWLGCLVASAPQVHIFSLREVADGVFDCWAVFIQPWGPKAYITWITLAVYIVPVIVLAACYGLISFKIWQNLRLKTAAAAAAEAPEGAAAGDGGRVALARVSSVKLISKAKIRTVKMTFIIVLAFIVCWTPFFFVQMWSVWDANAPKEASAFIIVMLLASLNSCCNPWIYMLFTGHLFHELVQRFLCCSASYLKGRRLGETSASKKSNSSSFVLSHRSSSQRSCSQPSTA
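Dosing: Single dose, 3.0 µM nominal final compound concentration | Material: Human OTR in CHO cells | Technique: Kinetic Fluo-8 calcium fluorescence | Benchmarks: EC15 oxytocin alone as 0%, 75 nM oxytocin as 100% | Probe or stimulus: Oxytocin at about EC15, sub-maximal agonist stimulus | Incubation: Compound 6 min at room temperature before oxytocin, 100 s read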
CHO parental Ca – counter-screen for OX1R antagonists: effect in parental CHO cells | parental CHO-K1, ATP-induced calcium, Fluo-8 fluorescence | inhibition, % at 5.6 µM | actives 0.63% (n = 330,000) | AID 463079;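 active = inhibition above that plate's mean sample inhibition plus 3 SD, cut at about 26% in these data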;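 note: 0% = ATP-challenged DMSO wells and 100% = DMSO wells without ATP; some compounds past the cut are filed as inactive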
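Test system: parental CHO cells; detection: calcium-sensitive Fluo-8 fluorescence; evaluation: percent inhibition of calcium signal; also added: ATP as calcium-mobilizing challenge; repeats: one well per compound; control set: ATP-challenged DMSO wells low, unchallenged DMSO wells high; compound: single nominal dose of 5.6 µM per compound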
The depositor's hits bear a star; · = not tested or not shown.

SMILES	CHO-K1 Ca antag	CHRM1 PAM	CHRM4 antagonist	CHRM1 antagonist	M1 ag	M1 ag parental	M4 ag	OXTR potentiate	CHO parental Ca
Cc1sc(NC(=O)C2CC=CCC2C(=O)O)c(C(=O)OC(C)C)c1C (stereo not given)	-2.1	10.9	-0.1	-12.3	-2.0	-0.1	-0.5	-10.4	-2.8
O=C(c1ccccc1)c1nn(-c2ccc(Cl)cc2)cc1C(=O)c1cc2ccccc2oc1=O	0.1	4.3	0.2	1.2	-2.9	0.3	-0.6	-4.3	-11.6
CCN(CC)CCNC(=O)Cn1ncc2ccccc2c1=O	5.8	22.0	0.3	-16.3	-1.3	0.2	0.4	-7.9	-12.6
Cc1cc(NC(=O)c2ccc(N3CCCC3)c([N+](=O)[O-])c2)no1	-6.6	5.3	-5.5	0.1	-8.5	0.3	1.6	-8.3	-9.8
CC(C)(Sc1ccc(CCN(CCCCC2CCCCC2)C(=O)NC2CCCCC2)cc1)C(=O)O	20.9	3.1	-0.1	-36.4	-0.5	-0.3	0.9	-7.1	3.2
Cc1c(OCC(=O)NC(Cc2ccc(Cl)cc2)C(=O)O)ccc2c3c(c(=O)oc12)CCC3 (stereo not given)	15.5	-2.6	-15.5	3.0	-0.4	-0.5	0.4	0.9	-4.7
O=C(Nc1ncc(Cc2cccc(Cl)c2)s1)C1CCCO1 (stereo not given)	-13.4	0.8	-0.7	-29.7	-3.0	0.7	1.5	-10.2	-4.4
O=C(NNS(=O)(=O)c1ccc(F)cc1)c1cc(Cl)ccc1O	-8.8	3.6	4.8	-8.1	3.4	5.1	2.6	·	·
COC(=O)[C@H](CCSC)NC(=O)Nc1ccc(C)cc1	-19.6	4.6	6.7	-8.3	2.2	0.6	0.9	-2.0	-8.2
CCN(CC)C(=O)[C@H]1CC(CC(=O)NCC23CC4CC(CC(C4)C2)C3)C(=O)N2CCc3c([nH]c4ccc(OC)cc34)[C@]12C (stereo not given in full)	-7.0	-11.3	-0.8	14.0	-5.2	0.4	0.0	·	-31.7
Cc1c(C(=O)NCc2ccc3c(c2)OCO3)sc(=O)n1Cc1ccc(S(C)(=O)=O)cc1	1.9	0.7	-7.2	-2.4	-10.0	1.8	11.8	·	·
COc1ccc(C(=O)NNC(=O)c2ccc(S(=O)(=O)N3CCOCC3)cc2)cc1	-5.9	3.5	-6.2	5.7	-3.2	0.3	0.1	-1.8	-0.5
Oc1ccccc1C1CC(c2cccs2)=NC(c2cccc(Br)c2)N1 (stereo not given)	-0.5	2.8	-7.7	-0.5	0.0	4.9	12.8	0.5	-10.3
COc1cccc(C(=O)Nc2ccc(F)c(F)c2F)c1	13.3	11.9	-2.8	-27.7	0.9	0.0	0.0	-6.1	-7.7
CCOCc1nnc(NC(=O)c2ccc(OC)cc2)s1	8.8	8.2	2.4	-3.2	0.7	-0.4	0.6	-3.4	-11.2
COc1ccc(-c2ccc3c(c2)O[C@H](CN(C)C(=O)Nc2ccccc2F)[C@@H](C)CN([C@H](C)CO)S3(=O)=O)cc1	8.7	-11.2	3.3	10.7	-6.3	-0.5	1.5	·	·
N#Cc1c(N)c(C(=O)c2ccccc2)n2c1CCC2	0.4	4.5	10.1	-7.6	-4.9	-0.2	-0.1	-3.7	-13.4
CC(NS(=O)(=O)c1ccc(Cl)cc1)C(c1cccs1)N1CCN(C)CC1 (stereo not given)	7.4	-10.2	-1.6	17.2	-8.6	0.1	0.4	-5.1	-7.5
CCCc1cc(=O)n2[nH]c(-c3ccc(OC)cc3)nc2n1	-0.2	6.3	4.8	-3.0	-2.1	0.3	-0.5	-15.2	-7.0
COc1ccc(/C(C)=N\n2cnnc2)cc1	-0.9	4.1	3.7	-21.3	-0.5	0.0	-0.1	-10.4	-0.3
NC(=O)COc1c(-c2ccc(Br)o2)oc2ccccc2c1=O	-3.7	10.3	-3.8	-15.7	3.1	1.1	2.4	-4.2	-12.7
O=C(OCC(=O)N1CCCc2ccccc21)c1cccnc1Cl	15.5	2.5	-2.6	-2.0	-5.7	13.4	2.7	-13.6	-13.8
O=C(O)C1=C[C@@H](c2coc3ccccc3c2=O)C[C@@H](OCc2ccc(CO)cc2)O1	-9.8	10.1	-8.3	-13.2	-3.8	0.4	0.8	-3.3	-1.8
Cc1ccc(-c2nc3ccccc3[nH]2)cc1NC(=O)c1sc2ccccc2c1Cl	-0.5	5.2	-16.0	-6.9	-2.4	0.0	3.2	-7.7	-33.8
O=C(O)CN1C(=O)C2C3CC(C2C1=O)C1C(c2ccc(Cl)cc2)c2sc(=O)[nH]c2SC31 (stereo not given)	3.8	-0.9	-7.1	1.9	-3.1	0.1	1.3	-1.4	-3.6
COc1ccccc1CC(=O)Nc1ccc(S(=O)(=O)N2CCCCC2)cc1	-9.1	-0.6	-8.8	1.6	-5.8	1.1	3.1	-5.1	-9.8
Cc1ccsc1/C=N/Nc1nc(=O)[nH]nc1C	-1.6	7.5	1.5	-6.0	-8.6	0.1	0.8	-2.8	-11.9
CN(C)/C=C/C(=O)Oc1ccc(Cl)cc1Cl	-11.1	-6.9	-1.4	-0.6	-3.9	3.3	5.1	-19.0	-0.1
CSC1=N/C(=C\c2ccc(C)o2)C(=O)S1	2.2	1.4	1.5	-9.2	-2.2	-0.2	0.1	2.0	-3.3
CCC(C)NC(=O)CN1C(=O)CSc2ccc(S(=O)(=O)N3CCCC3)cc21 (stereo not given)	-5.4	10.7	4.9	-12.7	-1.3	-0.3	0.8	-6.9	-18.5
CC[C@@]1(C(=O)OC)N[C@H](CN(C)C(=O)COC)[C@@H]2C(=O)N(C)C(=O)[C@@H]21	-7.8	-2.3	2.0	1.5	-2.9	0.0	0.3	10.5	0.5
COc1ccccc1NC(=O)CC(=O)Nc1ccccc1OC	-4.7	16.0	-9.4	-19.7	-0.1	0.8	1.9	-8.7	-9.8
COc1cc(C#N)c(NC(=O)CN2CCN(CCO)CC2)cc1OC	-10.6	-1.0	2.6	7.4	-4.0	0.8	-0.1	4.7	10.2
Cc1ccc(OCC(=O)NC(=S)Nc2ccc(Br)cn2)cc1C	-9.4	15.7	2.5	-7.9	-6.0	0.8	1.6	-7.0	-10.0
CCn1c(SCC(=O)NC2CCCCC2)nnc1-c1ccco1	-12.8	-8.8	4.6	20.5	-4.1	0.9	1.0	6.5	-5.5
CCN(C(=O)CSc1n[nH]c(-c2ccccc2)n1)c1c(N)n(Cc2ccccc2)c(=O)[nH]c1=O	-8.1	14.8	-16.1	-22.0	1.9	0.0	1.9	-7.0	-8.1
COc1cc(/C=N/NC(=O)Cc2cccs2)c([N+](=O)[O-])cc1OC	-1.1	9.8	-3.8	-4.8	-4.9	0.5	0.7	0.4	-17.3
O=C(Nc1ccc2nn(-c3ccccc3)nc2c1)c1cccnc1	5.1	-0.7	-5.1	-10.5	0.7	3.1	8.3	-13.4	-17.7
CCOC(=O)c1ccc(N/C(=N\S(=O)(=O)c2ccccc2C)c2ccccc2)cc1	-10.6	9.7	5.8	-11.2	-2.2	0.2	0.7	-4.4	-39.5
COc1ccc(C)cc1NC(=O)CCCN1C(=O)CCC1=O	6.2	5.6	-11.5	-3.9	0.9	-0.6	0.4	-4.3	0.7
Cc1nc(SCC(N)=O)c([N+](=O)[O-])[nH]1	-7.6	3.7	-9.7	-1.9	-3.2	0.1	2.0	2.0	1.1
CCOC(=O)c1ccc(S(=O)(=O)N2CCN(CC(=O)NC(=O)NC(C)(C)C)CC2)cc1	3.5	5.8	7.4	-6.6	-2.3	1.9	4.3	-3.1	-6.3
O=C(CCc1ccccc1)Nc1nc2ccc(S(=O)(=O)N3CCOCC3)cc2s1	4.6	-0.6	10.0	-35.4	4.2	0.1	7.5	-1.3	-3.8
COc1cc(CN2C[C@@H](CO)O[C@@H](n3cnc4c(NC5CCC5)ncnc43)C2)cc(OC)c1OC	-9.4	5.1	-5.5	-7.9	3.4	0.1	1.9	·	·
O=C(O)C1=CCCNC1	-10.5	4.7	2.4	-15.9	-1.5	1.0	0.1	-4.8	7.1
N#CCSc1nc2ccccc2c2nc3ccccc3n12	-4.2	7.5	0.3	-10.0	-2.1	1.7	1.4	-2.1	-22.7
Cc1ccsc1/C=N/n1c(-c2ccccn2)n[nH]c1=S	-6.6	-1.5	-5.3	0.9	-5.8	0.2	0.9	-6.0	-3.2
OC1O[C@H](c2ccc3c(c2)OCO3)[C@H]2CO[C@H](c3ccc4c(c3)OCO4)[C@@H]12 (stereo not given in full)	0.8	-3.7	4.0	2.1	-0.8	0.6	2.5	-10.9	-12.3
COc1ccc(C2=NO[C@@H]3C(=O)N(Cc4ccccc4)C(=O)[C@H]23)cc1OC	-3.0	12.4	1.9	-8.8	0.6	0.2	4.2	-0.8	-4.3
CC(C)=C1C2CCC1C1C(=O)N(c3nccs3)C(=O)C21 (stereo not given)	9.0	9.2	-2.7	-7.5	-7.6	-0.2	0.5	-1.1	-6.2

Carrying on.
SMILES	CHO-K1 Ca antag	CHRM1 PAM	CHRM4 antagonist	CHRM1 antagonist	M1 ag	M1 ag parental	M4 ag	OXTR potentiate	CHO parental Ca
Cn1c(=O)c2cc(S(=O)(=O)N3CCC(c4ccccc4)CC3)ccc2n(C)c1=O	-9.5	3.3	8.1	-4.6	-6.7	0.8	0.5	-5.7	-5.8
Cc1oc(CC(C)C)cc1C(=O)Nc1cccc2ccccc12	2.2	-4.5	15.3	-5.2	-4.8	0.2	-3.1	-1.9	5.4
CNC(=O)/C(C#N)=C/c1c(N2CCN(c3ccccc3)CC2)nc2c(C)cccn2c1=O	7.9	9.3	-6.8	-0.8	-1.1	1.9	5.0	-5.5	-14.1
O=C(NCc1ccco1)/C(=C/C=C\c1ccccc1)NC(=O)c1ccc(Br)o1	14.9	-0.8	0.2	4.5	-4.7	17.9*	0.9	-5.8	-5.4
Cc1cc(NC(=O)c2ccc(C#N)cc2)n(-c2ccccn2)n1	2.4	7.8	-2.0	-9.2	-6.4	8.2	2.0	-6.4	-18.1
COc1ccc(OCC(=O)Nc2cccc(C(C)=O)c2)cc1	-11.9	1.5	3.6	-2.9	-0.7	0.7	2.2	-16.1	-16.5
O=C(c1ccc(N2CCOCC2)nc1)N1CCCCC1	-19.5	6.3	-11.2	-6.5	-2.9	0.8	1.5	-2.7	-10.6
CC(C)N(Cc1nc(-c2ccccc2)no1)C(=O)c1ccc2c(c1)OCO2	-22.2	4.8	-3.0	-10.5	-5.5	4.0	1.6	-2.6	-12.1
